FBPA Giardia inh: inhibitors of Giardia lamblia fructose-1,6-bisphosphate aldolase; A8B2U2; purified Giardia FBPA; Potency, µM (highest dose often 59.6 µM), inactives show at the top dose activity, negative = inhibition, hits mostly inhibitors; actives 0.71% (n = 290,000); further: nearly all actives have a fitted effect of over 55% in size
Target sequence (A8B2U2 whole entry, looked up): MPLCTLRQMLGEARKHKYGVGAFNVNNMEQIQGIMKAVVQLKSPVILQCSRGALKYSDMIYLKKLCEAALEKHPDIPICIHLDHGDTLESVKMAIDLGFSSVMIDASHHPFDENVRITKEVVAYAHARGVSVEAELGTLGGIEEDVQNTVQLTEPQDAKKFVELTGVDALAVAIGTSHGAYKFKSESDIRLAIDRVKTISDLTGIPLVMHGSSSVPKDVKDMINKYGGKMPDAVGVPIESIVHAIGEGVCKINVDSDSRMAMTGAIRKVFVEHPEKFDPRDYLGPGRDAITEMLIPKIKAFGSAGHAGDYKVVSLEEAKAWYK
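40 nM FBPA preincubated 10 min at RT with compound (up to 57.5 uM final), then substrate plus GAPDH/TPI/NAD/arsenate coupling and diaphorase/resazurin added. Fluorescence read after 20 min at RT, 525/598 nm.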
AMA1 RON2 block: inhibitors of Plasmodium falciparum AMA1-RON2 interaction | AlphaScreen AMA1-biotinylated RON2 peptide binding | Potency, µM (highest dose often 58.2 µM), inactives show top-dose activity change, negative = inhibition, hits mostly inhibitors | actives 0.2% (n = 360,000) | AID 720542;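 further: 0% = vehicle wells and -100% = peptide control; nearly all actives have a fitted effect of over 45% in size; some results filed as inactive show a strong effect at the top dose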
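AMA1 (3D7) with his tag at 25 nM final met compounds first, then biotinylated RON2 peptide at 25 nM; detection used donor plus acceptor beads, 10 µg/mL apiece, read by AlphaScreen after 30 min at room temperature.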
An asterisk follows results filed as active; ? = inconclusive; . = not tested or not shown; [ ] = remark or other dose. The call rests on the fitted dose curve; in most records, active means well fitted curve in the direction sought with a large enough effect; inconclusive means small, poorly fitted or top-dose-only effect, or another doubt; inactive means no such curve, though single readings can be large; an effect the other way counts as inactive or inconclusive. Unless noted, on the % scale 0 is the no-effect control and ±100 the full control effect; potency means the concentration at half of the fitted maximal effect. This is a subset; rates above refer to the full screens.

Start of the data: the first 2 records as a preview:
structure	FBPA Giardia inh	AMA1 RON2 block
COc1ccc(Br)cc1CN(C)C(=O)c1ccccc1SCC(=O)N1CCCC1	.	-11.5%
COc1cc(N)ccc1Nc1c2ccccc2nc2ccccc12	.	?

This part in full, previewed entries included:
structure	FBPA Giardia inh	AMA1 RON2 block
COc1ccc(Br)cc1CN(C)C(=O)c1ccccc1SCC(=O)N1CCCC1	.	-11.5%
COc1cc(N)ccc1Nc1c2ccccc2nc2ccccc12	.	?
CCOC(=O)c1c(NC(C)=O)sc2c1CCC(C=NCCCN(CC)CC)=C2Sc1ccccc1	.	-18.3%
CCNC(=O)C1(C)CCN(C(=O)CCc2ccccc2)C1 (stereo not given)	.	0.5%
C[C@@H](CO)NC(=O)[C@H]1O[C@@H](n2cnc3c(N)ncnc32)[C@H](O)[C@@H]1O	.	22.1%
CC1(C(=O)NS(=O)(=O)C2CC2)CCN(C(=O)C2(c3ccc(Cl)cc3)CCCC2)C1 (stereo not given)	.	-13.9%
CC(=O)OC1CCC2(C)C(CCC3C2CC(OC(C)=O)C2(C)C3C[C@@H]3O[C@]4(CC[C@@H](C)CO4)[C@@H](C)C32)C1 (stereo not given in full)	.	-2.9%
COc1ccccc1CNc1nc(NCc2ccccc2F)c2sccc2n1	.	-27.1%
O=C(Nc1cccc2cccnc12)c1csc(COCCO)n1	.	132.3%[activator]
COc1ccc(-c2cnc3c(NC(C)=O)cc(-c4ccsc4)cn23)cc1OC	.	34.5%[activator]
COc1ccc(CNC(=O)c2cccc3c(-c4ccc(F)c(F)c4)coc23)cc1OC	.	-4.6%
O=C(O)Cc1cccc(=O)c(O)c1C(=O)O	.	3.6%
Nc1ccccc1SC(CC(=O)c1ccccc1)c1ccccc1 (stereo not given)	.	-7.1%
CN(C)CCNc1ncnc2c1ncn2[C@H]1CN(Cc2ccco2)C[C@@H](CO)O1	.	15.1%
CCNC(=O)C1(C)CCCN(Cc2cccc(Oc3ccccc3)c2)C1 (stereo not given)	.	5.0%
CC(C)C(=O)N1CCCC1(C)C(=O)Nc1ccccc1 (stereo not given)	.	6.7%
Cc1cc(C)c2cc(C#N)c(N3CCCN(S(=O)(=O)c4ccccc4)CC3)nc2c1	.	-2.8%
CN1OC[C@@H]2CN[C@H](c3ccc(-c4cc5ccccc5o4)cc3)C[C@@H]21	.	-11.6%
C=CC(=O)Nc1cccc(CN2C(=O)N(c3cc(OC)cc(OC)c3)Cc3cnc(NCCCCN(CC)CC)nc32)c1	.	?
COc1ccc(-c2nnc(SCC(=O)N3CCCC3)o2)cc1OC	.	12.1%
CCO[C@H]1OC(C(N)=O)=C[C@@H](C2CC2)[C@@H]1CCCO	.	-3.1%
Cn1nc(C(C)(C)C)cc1C(=O)N1CCC(C)(C(=O)NS(=O)(=O)C2CC2)C1 (stereo not given)	.	3.3%
O=C1C=CC[C@H](/C=C/C[C@@H](O)C[C@H](O)CCc2ccccc2)O1	.	0.4%
CCC(c1nnnn1C(C)(C)C)N(Cc1cccs1)Cc1cc2cc(C)c(C)cc2n2nnnc12 (stereo not given)	.	-4.2%
COc1ccc(S(=O)(=O)NNS(=O)(=O)c2ccc(OC)c(OC)c2)cc1OC	.	-7.1%
CCN1C[C@]2(COC)CC[C@H](O)[C@@]34C5C[C@H]6[C@H](O)C5[C@](O)(C[C@H]6OC)[C@@H]([C@H](OC)C23)[C@@H]14 (stereo not given in full)	.	-0.8%
CN1C[C@@H]2[C@@H]3C(=O)N(C)C(=O)[C@@H]3[C@](C)(C1=O)N2C(=O)c1ccccc1	.	-4.3%
COc1c(CC=C(C)C)c(O)cc2oc(=O)c3c4ccc(O)cc4oc3c12	.	17.1%
O=S(=O)(/C(=C\c1ccc(C(F)(F)F)cc1)c1nc2ccccc2[nH]1)c1ccccc1	.	-8.6%
CC1Oc2cc3oc4c(O)c(O)ccc4c(=O)c3c(O)c2C1(C)C (stereo not given)	.	93.3%[activator]
c1ccc(-c2cn3nc(-c4ccccc4)sc3n2)cc1	.	15.0%
COc1cccc(-c2cccc(-c3nc(C(=O)Nc4ccc(-c5ccccc5)cc4)cc4c3[C@H](CCO)N(S(=O)C(C)(C)C)C4)c2)c1 (stereo not given in full)	.	6.7%
O=Nc1c(O)ccc2cc(S(=O)(=O)O)ccc12	.	-12.1%
Cc1ccc(-c2nc3cc(C)c(Br)c(C)n3c2Cc2cccc(Cl)c2)cc1	.	-7.4%
Cc1nc2cc(OC(=O)N(C)Cc3cccc(-c4ccncc4)c3)ccc2s1	.	-9.6%
C=C1C2=C(C(=O)N1OC)[C@@H](O)[C@@](C)(O)[C@@H](CCCCC)O2	.	21.1%
CC1(Cc2cc(Cl)ccc2C(F)(F)F)C(=O)Nc2cc(F)ccc21 (stereo not given)	.	-5.1%
O=C(Oc1ccccc1)c1cc(O)c(O)c(O)c1	.	39.8µM*
OC(c1cccc(Cl)c1)c1ncc(-c2ccc(C(F)(F)F)cc2)[nH]1 (stereo not given)	.	?
CC(=NNC(=O)c1ccccc1N)c1ccccc1O	.	111.4%[activator]
COc1cccc(CCN2C(=O)CCC3=C2CCC3=O)c1	.	-1.9%
C=CC(=O)Nc1ccc(Nc2ccnc(Nc3ccc(N4CCN(C)CC4)cc3)n2)cc1	.	15.8µM*
CN1CCCC1CN1CCCC1 (stereo not given)	.	-0.2%
CCNC(=O)C1CCCN(Cc2ccc(C)c3ccccc23)CC1 (stereo not given)	.	-7.9%
CC(C)Sc1nnc2n(CCc3ccccc3)c(=O)c3c4c(sc3n12)COC(C)(C)C4	.	-9.7%
O=C(O)c1ccn[nH]1	.	11.7%
Nc1ncnc2c1ncn2[C@@H]1O[C@H](C(=O)N2CCN(Cc3ccccn3)CC2)[C@@H](O)[C@H]1O	.	47.4%[activator]
C=C1CCN(c2ccc(C(=O)O)cc2[N+](=O)[O-])CC1	.	6.4%

Three structures already listed, arranged by length of the SMILES, smallest number first.
structure	FBPA Giardia inh	AMA1 RON2 block
O=C(O)c1ccn[nH]1	.	11.7%
CCNC(=O)C1CCCN(Cc2ccc(C)c3ccccc23)CC1 (stereo not given)	.	-7.9%
CC(C)Sc1nnc2n(CCc3ccccc3)c(=O)c3c4c(sc3n12)COC(C)(C)C4	.	-9.7%

Additional results:
Structure,FBPA Giardia inh,AMA1 RON2 block
Cc1cccc2cc(C#N)c(SCCN3CCCCC3)nc12,.,-2.3%
CCNC(=O)C1CCCN(Cc2ccc3ccccc3c2Br)CC1 (stereo not given),.,1.0%
C[C@H]1C/C=C/[C@H]2[C@H](O)[C@H](C)[C@@](C)(O)[C@H]3[C@H](Cc4ccccc4)NC(=O)[C@]32[C@H](O)/C=C/[C@](C)(O)C1,.,7.1%
CC(C)(C)c1ccc(C2=CC(c3ccccc3)n3ncnc3N2)cc1 (stereo not given),.,85.3%[activator]
O=C(O)C(=Cc1ccccc1Cl)c1ccccc1,.,-11.5%
CN1CCN(c2ccccc2NS(=O)(=O)c2ccc3c(c2)CCN3C(=O)C2CCC2)CC1,.,-9.8%
COc1ccc(NC(=O)C2Cc3c(-c4ccccc4)ccnc3O2)cc1OC (stereo not given),.,?
CCOC(=O)c1cccc(NC(=O)c2c(N)n(C)c(=O)[nH]c2=O)c1,.,15.5%
CC(C)CC(NC(=O)OCc1ccccc1)C(=O)NC(Cc1c[nH]c2ccccc12)C(=O)O (stereo not given),.,-3.0%
CCc1nc2c(OCCC3CCCCC3)cccn2c1N(C)C(=O)C1CC1,.,-17.1%
ClN=C1C=CC=CC1=NCl,.,-7.3%
COc1cccc(-c2cnc(C(O)c3ccc(C(C)(C)C)cc3)[nH]2)c1 (stereo not given),.,-15.4%

An excerpt of these results, with values under each structure:
Results follow in this order: FBPA Giardia inh | AMA1 RON2 block
CCc1nc2c(OCCC3CCCCC3)cccn2c1N(C)C(=O)C1CC1
 : . | -17.1%
ClN=C1C=CC=CC1=NCl
 : . | -7.3%

Remaining list, next part
Structure,FBPA Giardia inh,AMA1 RON2 block
CC(C)=CCC12Oc3cc(O)ccc3C1(O)Oc1cc(O)c([C@H]3C=C(C)CC(c4ccc(O)cc4O)[C@H]3C(=O)c3ccc(O)cc3O)c(O)c1C2=O (stereo not given in full),.,-15.4%
OCCNc1ncnc2c1ncn2[C@H]1CN(Cc2ccc(-c3ccccc3)cc2)C[C@@H](CO)O1,.,-18.9%
COc1cc(C)c(C(=O)Oc2cc(C)c(C(=O)O)c(O)c2C)c(O)c1C,.,-11.2%
O=C(Nc1ccccc1)Nc1ccc(O)c2ccccc12,.,3.1%
O=C1C=CC(=Nc2cccc3c2C(=O)c2ccccc2-3)O1,.,13.6%
CC1(C)CC(NCc2ccccc2)=CC(=S)N1,.,-6.1%
C#CCOCCOCCOCCNc1nc(N2CCN(C(=O)C([C@@H](C)CC)n3cc(C(N)COC(=O)C(F)(F)F)nn3)CC2)nc(N2CCN(C(=O)[C@H](CCCCN)n3cc(C(N)CC(C)C)nn3)CC2)n1 (stereo not given in full),.,68.9%[activator]
CC(C)CCNC(=O)Cn1c(NCCC(C)C)nc2c1c(=O)n(C)c(=O)n2C,.,-2.5%
Brc1ccc(-c2nnc(-c3cccnc3)c3conc23)cc1,.,4.1%
COc1ccc(-c2csc(NC(=O)c3ccc(C(C)(C)C)cc3)c2C(=O)O)cc1,.,-27.5%
O=C(NCc1ccccc1Cl)c1ccc2nc([C@H]3C[C@H](O)[C@@H](CO)O3)[nH]c2c1,.,11.4%
O=C(CNC(=O)c1ccccc1)OCN1C(=O)c2ccccc2C1=O,.,10.7%
CCOc1ccccc1C(=O)Nc1ccc2nc(N3CCN(c4ncccn4)CC3)cc(C)c2c1,.,6.3%
CC(=O)Nc1ccc(Oc2nc(-c3cccnc3)nc3sc4c(c23)CCCC4)cc1,.,-11.9%
COCOc1cc(O)c(C(=O)/C=C/c2ccc(OCOC)c(OCOC)c2)c(OCOC)c1,.,-10.1%
COCCN1C[C@@H](CO)O[C@@H](n2cnc3c(N4CCN(C)CC4)ncnc32)C1,.,6.3%
O=C1C=C(O)CC2(CCCCC2)C1,.,-5.1%
CC1(C(=O)NCc2ccc(F)c(F)c2)Cc2c(-c3ccccc3)ccnc2O1 (stereo not given),.,31.1%[activator]
Cn1c(=O)c2cc(NC(=O)NCCc3cccs3)ccc2n1-c1ccc(C(C)(C)C)cc1,.,9.1%
CCN1C[C@@]2(COC)C3[C@@H](OC)[C@H]4[C@@H]1[C@@]3(C1C[C@H]3[C@H](OC(=O)c5ccccc5)C1[C@]4(OC(C)=O)C[C@H]3OC)[C@@H](OC)C[C@H]2O (stereo not given in full),.,-4.6%
Cc1cc(C)c(C(=O)c2ccccc2C(=O)O)c(C)c1,.,-0.4%
COCCNC(=O)C1(C)CCCN(Cc2ccc(Cl)c(Cl)c2)C1 (stereo not given),.,9.8%
CC(O)C(NC(=O)OCc1ccccc1)C(=O)NCC(=O)NCC(=O)OCc1ccccc1 (stereo not given),.,9.8%
CC(C)(C)S(=O)N1Cc2cc(C(=O)NCc3ccc(Oc4ccccc4)cc3)nc(-c3cccc(-c4cc5ccccc5o4)c3)c2[C@@H]1CCO (stereo not given in full),.,-1.5%
CCOc1ccc(Cl)cc1-c1cc(C(=O)Nc2cc(OC)ccc2OC)[nH]n1,.,-11.0%
O=[N+]([O-])c1ccc(S(=O)(=O)c2cccc(C(F)(F)F)c2)nc1,.,-20.5%
C[C@@H]1CN([C@H](C)CO)C(=O)CCCn2cc(nn2)CO[C@H]1CN(C)C(=O)Oc1ccc2ccccc2c1,.,1.1%
COCCNC(=O)C1CCCN(Cc2ccccc2Cl)CC1 (stereo not given),.,-2.5%
Nc1ccc2c(c1)Cc1c(F)cccc1-2,.,-7.6%
CCCS(=O)(=O)NC(=O)C1(C)CCN(C(=O)c2ccc(C(F)(F)F)nc2C)C1 (stereo not given),.,-11.7%
COc1ccccc1CNC(=O)c1cc(-c2ccccc2)nn1CC1CC(c2cccc([N+](=O)[O-])c2)=NO1 (stereo not given),.,-3.7%
Cc1ccc(S(=O)(=O)Nc2c(O)ccc3ccccc23)cc1,.,?
NC(CSC(c1ccccc1)(c1ccccc1)c1cccc2ccccc12)C(=O)O (stereo not given),.,27.8%
CC(Cc1ccc(O)c(O)c1)C(C)Cc1ccc(O)c(O)c1 (stereo not given),?,?
C[N+]1(C)CCCC(OC(=O)C(O)(c2ccccc2)c2ccccc2)C1 (stereo not given),4.5%,1.2%
CCCCCCCCCCCC1=C(O)C(=O)C=C(O)C1=O,?,95.1%[activator]
COC(=O)C1=C(C(=O)OC)[C@@H]2N(Cc3ccccc3)c3ccccc3[C@@]23C[C@@H](C(=O)OC)N(C(=O)C2CCC2)C3=N1,4.7%[12.9 µM],1.2%
